PAFAH2 FP inh = PAFAH2 (human) inhibition. Q99487. recombinant PAFAH2, FP-rhodamine activity probe, fluorescence polarization. inhibition, % at 3.39 µM. 0.99% of 340,000 active. AID 492956;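 active = inhibition above the mean over all tested compounds plus 3 SD, cut at about 30% in these data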;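 also: inhibitors block probe labeling of enzyme so polarization drops; 0% = enzyme with DMSO and 100% = wells lacking PAFAH2 protein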
pPAFAH FP inh = inhibitors of human plasma PAF acetylhydrolase (pPAFAH). recombinant pPAFAH, FP-rhodamine probe fluorescence polarization. inhibition, % at 3.39 µM. 1.5% of 330,000 active. AID 463082;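 active = inhibition above the mean inhibition across the screen plus 3 SD, cut at about 25% in these data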;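 also: inhibitors block binding of the rhodamine activity-based probe so polarization drops; 0% = enzyme with DMSO and 100% = wells lacking pPAFAH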
PAD4 inh = blocks human protein arginine deiminase 4. recombinant PAD4, RCA probe fluorescence polarization. 0.41% of 330,000 active. AID 485272. Q9UM07. inhibition, % at 6.36 µM;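 active = percent inhibition above a cutoff equal to the mean of all tested compounds plus 3 SD, cut at about 15% in these data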;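 also: 0% = PAD4 with RCA probe and DMSO and 100% = probe without PAD4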
LYPLA1 counter = blocks human lysophospholipase 1, a PME1 counter-screen. O75608. recombinant LYPLA1, FP-Rh probe fluorescence polarization. inhibition, % at 5.9 µM. 0.16% of 320,000 active;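 active = inhibition above the mean of all tested compounds plus 3 SD, set per campaign, cut at about 14% in these data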;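 also: inhibitors block serine hydrolase probe labeling of LYPLA1 so polarization falls; 0% = enzyme with DMSO and 100% = wells lacking LYPLA1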
PAFAH1B2 FP inh = inhibitors of human PAFAH1B2; P68402; recombinant PAFAH1B2, FP-rhodamine activity probe, fluorescence polarization; inhibition, % at 3.39 µM; 1.2% of 340,000 active; AID 492953;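 active = inhibition above the mean of all tested compounds plus 3 SD, cut at about 24% in these data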;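 also: 0% = enzyme with DMSO and 100% = wells lacking PAFAH1B2; many of its hits are not listed in these tables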
Target sequence (P68402 whole entry, looked up): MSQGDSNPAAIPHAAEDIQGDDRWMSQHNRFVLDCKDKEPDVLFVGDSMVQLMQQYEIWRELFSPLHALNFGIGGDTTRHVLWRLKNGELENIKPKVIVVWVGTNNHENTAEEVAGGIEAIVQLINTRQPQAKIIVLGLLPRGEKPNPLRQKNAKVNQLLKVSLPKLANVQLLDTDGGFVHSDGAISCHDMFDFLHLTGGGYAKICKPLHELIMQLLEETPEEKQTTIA
PAFAH1B3 inh = PAFAH1B3 (human) inhibition | 0.28% of 340,000 active | recombinant PAFAH1B3, FP-rhodamine probe, fluorescence polarization | AID 492972 | inhibition, % at 3.39 µM;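 active = inhibition above the screen-wide average of all tested compounds plus 3 SD, cut at about 25% in these data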;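 also: 0% = enzyme with DMSO only and 100% = wells lacking PAFAH1B3 protein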
Target sequence (Q15102 whole entry, looked up): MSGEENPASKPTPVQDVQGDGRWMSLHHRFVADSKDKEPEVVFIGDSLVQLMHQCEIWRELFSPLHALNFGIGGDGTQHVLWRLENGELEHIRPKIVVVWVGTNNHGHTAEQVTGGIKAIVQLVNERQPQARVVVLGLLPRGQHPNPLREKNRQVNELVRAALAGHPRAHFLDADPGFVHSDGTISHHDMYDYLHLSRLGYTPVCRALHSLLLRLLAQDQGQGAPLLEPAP
GSTO1 counter = GSTO1 inhibition, counter-screen for RBBP9 inhibitors; P78417; recombinant GSTO1, activity-based probe fluorescence polarization; inhibition, % at 5.96 µM; 1.1% of 300,000 active;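 active = inhibition above the campaign mean inhibition plus 3 SD, cut at about 35% in these data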;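 also: 0% = GSTO1-1 with DMSO and 100% = wells lacking GSTO1-1 enzyme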
Target sequence (P78417 whole entry, looked up): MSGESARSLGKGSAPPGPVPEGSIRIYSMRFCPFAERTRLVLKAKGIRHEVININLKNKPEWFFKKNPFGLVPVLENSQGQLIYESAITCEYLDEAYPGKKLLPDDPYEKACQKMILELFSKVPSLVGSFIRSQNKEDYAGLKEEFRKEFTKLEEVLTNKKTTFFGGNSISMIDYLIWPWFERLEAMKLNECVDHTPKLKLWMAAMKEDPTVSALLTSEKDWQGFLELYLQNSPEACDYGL
LYPLA2 counter = blocks human lysophospholipase 2, a PME1 counter-screen; inhibition, % at 5.9 µM; 0.38% of 320,000 active; O95372; AID 2177; recombinant LYPLA2, FP-Rh probe fluorescence polarization;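 active = inhibition above the screen-wide mean plus 3 SD, limit set per campaign, cut at about 26% in these data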;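 also: 0% = LYPLA2 with DMSO and 100% = wells lacking LYPLA2 enzyme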
PME-1 inh = PME-1 (human) inhibition; Q9Y570; recombinant PME-1, FP-Rh probe fluorescence polarization; inhibition, % at 5.9 µM; 0.53% of 320,000 active;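 active = inhibition above the campaign mean of all compounds plus 3 SD, cut at about 26% in these data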;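 also: competitive labeling of PME-1 active site by serine hydrolase directed probe; 0% = PME-1 with DMSO and 100% = wells lacking PME-1 enzyme; inhibitors block probe labeling so polarization falls and inhibition rises; many of its hits are not listed in these tables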
The depositor's hits bear a star; · = not tested or not shown. The list is partial; the hit share may differ from the screen's.

SMILES	PAFAH2 FP inh	pPAFAH FP inh	PAD4 inh	LYPLA1 counter	PAFAH1B2 FP inh	PAFAH1B3 inh	GSTO1 counter	LYPLA2 counter	PME-1 inh
Cc1csc(C(=O)O)c1NC(=O)c1ccc(F)cc1	-6	1	0	0	-1	10	1	-1	-1
CCOC(=O)C1=C(NC(=O)c2ccc(Br)o2)Nc2ccccc2N=C1	-4	1	3	0	4	7	0	7	-3
O=C(CSc1nc2ccccc2c(=O)n1CCC(=O)N1CCN(c2ccccc2)CC1)NCC1CCCO1 (stereo not given)	-1	-3	-5	-3	4	7	10	-1	-1
COc1ccc(S(=O)(=O)NCCc2nnc3ccc(SCC(=O)Nc4nc(C)cs4)nn23)cc1	0	-4	-10	-3	0	6	7	-2	6
CC1(C)Oc2ccc(C(=O)N3CCOCC3)cc2N(CC(=O)N2CCOCC2)C1=O	-5	-4	-2	4	2	10	8	-1	6
CC(=O)Oc1cccc(N2C(=O)c3cccc4c([N+](=O)[O-])ccc(c34)C2=O)c1	1	5	-2	2	14	28*	-24	6	7
CCN(CC(=O)NC(C)(C)C)C(=O)COc1c(Cl)cc(Cl)c2ccc(C)nc12	2	2	-7	-3	7	13	7	-3	1
CC(=O)NCC1CCCN(c2nc3nonc3nc2N(C)Cc2ccccc2)C1 (stereo not given)	1	1	-3	2	1	-2	5	0	-1
Cc1cccc(-c2noc(CN(C(=O)CCc3ccccc3)C(C)C)n2)c1	1	9	-1	-6	1	4	1	-5	4
COc1ccccc1/C=N/OC(=O)c1ccc(F)cc1	77*	5	-4	-2	7	5	13	2	5

Next part, overlapping the part above by 7 compounds.
SMILES	PAFAH2 FP inh	pPAFAH FP inh	PAD4 inh	LYPLA1 counter	PAFAH1B2 FP inh	PAFAH1B3 inh	GSTO1 counter	LYPLA2 counter	PME-1 inh
COc1ccc(S(=O)(=O)NCCc2nnc3ccc(SCC(=O)Nc4nc(C)cs4)nn23)cc1	0	-4	-10	-3	0	6	7	-2	6
CC1(C)Oc2ccc(C(=O)N3CCOCC3)cc2N(CC(=O)N2CCOCC2)C1=O	-5	-4	-2	4	2	10	8	-1	6
CC(=O)Oc1cccc(N2C(=O)c3cccc4c([N+](=O)[O-])ccc(c34)C2=O)c1	1	5	-2	2	14	28*	-24	6	7
CCN(CC(=O)NC(C)(C)C)C(=O)COc1c(Cl)cc(Cl)c2ccc(C)nc12	2	2	-7	-3	7	13	7	-3	1
CC(=O)NCC1CCCN(c2nc3nonc3nc2N(C)Cc2ccccc2)C1 (stereo not given)	1	1	-3	2	1	-2	5	0	-1
Cc1cccc(-c2noc(CN(C(=O)CCc3ccccc3)C(C)C)n2)c1	1	9	-1	-6	1	4	1	-5	4
COc1ccccc1/C=N/OC(=O)c1ccc(F)cc1	77*	5	-4	-2	7	5	13	2	5
COc1ccc(NC(=O)CNS(=O)(=O)c2ccccc2)cc1Cl	2	4	-1	3	3	2	0	-2	0
CCOC(=O)c1c(NC(=O)c2cccs2)sc(C(=O)N(C)C)c1C	4	5	8	2	-1	2	0	2	3
O=C(CCC(=O)c1cccs1)OCc1nnc(-c2ccccc2)o1	-1	7	2	1	13	2	-3	8	3
CN(CCC#N)C(=O)CSc1nc2scc(-c3ccccc3)c2c(=O)[nH]1	3	-2	-6	-2	3	9	-5	-1	2
CCC(C)NC(=O)c1cc(-c2ccccc2O)on1 (stereo not given)	-4	3	1	-3	3	6	4	1	-4
O=C1C2C3C=CC(C3)C2C(=O)N1c1n[nH]c(CCc2ccccc2)n1 (stereo not given)	3	2	0	2	2	7	-5	1	7
c1ccc(-c2csc(Nc3nc(N4CCOCC4)nc(N4CCOCC4)n3)n2)cc1	8	1	4	0	3	2	4	-2	2
O=C(c1ccccc1)N1CCN(S(=O)(=O)c2cccc(NS(=O)(=O)c3ccccc3)c2)CC1	·	-2	4	0	·	·	13	9	4
COc1ccc(NC2=NCCC2)cc1	0	2	-2	4	-3	14	7	6	-2
CCOc1ccccc1NC(=O)CSc1nnc(Cn2c(=O)sc3ccccc32)n1C	6	2	2	2	1	4	-3	3	0
CCOc1ccccc1N(CC(=O)N1CCC(C)CC1)S(=O)(=O)c1ccc(C)cc1	13	0	-2	-4	4	0	1	-2	-3
Cc1ccc(CN2CCC(CO)(CC3CCCCO3)CC2)o1 (stereo not given)	3	2	3	-2	5	7	2	0	2
CCC(=O)c1ccc(N2CCCC2)c(F)c1	1	8	1	-2	1	8	3	5	-4
Cc1ccc(NC(=O)C2C3CC4OC(=O)C2C4C3)cc1Cl (stereo not given)	-8	2	-3	0	3	5	2	5	-5
Cc1ccc(-c2cc(C)nc3ncnn23)cc1	2	0	-1	3	6	6	0	-4	2
O=C(NC1CCN(C(=S)NCc2ccco2)CC1)C12CC3CC(CC(C3)C1)C2	11	2	4	2	5	3	-2	5	-3
Cc1cccc(CC2CC(=O)N(c3nc4ccccc4s3)C2=O)c1 (stereo not given)	7	-1	2	-3	2	5	5	2	7
Cc1ccc(C(=O)/C=C/N(C)C)o1	1	1	-2	4	-2	9	1	3	-1
COC(=O)CSc1nc2c(cnn2-c2ccc(F)cc2)c(=O)[nH]1	8	-2	2	0	7	3	0	1	1

Rewritten in markdown: entries from further up
| mol | PAFAH2 FP inh | pPAFAH FP inh | PAD4 inh | LYPLA1 counter | PAFAH1B2 FP inh | PAFAH1B3 inh | GSTO1 counter | LYPLA2 counter | PME-1 inh |
| --- | --- | --- | --- | --- | --- | --- | --- | --- | --- |
| Cc1ccc(C(=O)/C=C/N(C)C)o1 | 1 | 1 | -2 | 4 | -2 | 9 | 1 | 3 | -1 |
| Cc1ccc(-c2cc(C)nc3ncnn23)cc1 | 2 | 0 | -1 | 3 | 6 | 6 | 0 | -4 | 2 |
| Cc1cccc(CC2CC(=O)N(c3nc4ccccc4s3)C2=O)c1 (stereo not given) | 7 | -1 | 2 | -3 | 2 | 5 | 5 | 2 | 7 |
| COC(=O)CSc1nc2c(cnn2-c2ccc(F)cc2)c(=O)[nH]1 | 8 | -2 | 2 | 0 | 7 | 3 | 0 | 1 | 1 |
| CCC(=O)c1ccc(N2CCCC2)c(F)c1 | 1 | 8 | 1 | -2 | 1 | 8 | 3 | 5 | -4 |
| O=C(NC1CCN(C(=S)NCc2ccco2)CC1)C12CC3CC(CC(C3)C1)C2 | 11 | 2 | 4 | 2 | 5 | 3 | -2 | 5 | -3 |
